Bioassay records: PubChem BioAssay, several laboratories
HIF-2a inh = HIF-2a reporter inhibitors, primary screen, luminescence, 786-0 RCC cells | 360,000 tested, 0.72% active | 786-0 RCC cells HIF-2a reporter, luciferase luminescence, overnight | inhibition, % at 18.8 µM | AID 624352, 2012;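 active = inhibition of the luminescence signal of 40% or more relative to plate controls, in a single-dose primary screen at 18.75 µM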
Peg3 prom inh = Peg3 promoter-driven luciferase inhibitors, primary screen, cell-based, HeLa, luciferase luminescence | HeLa PEG-Prom luciferase reporter, overnight | inhibition, % at 20 µM | 360,000 tested, 1.7% active;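 active = inhibition of at least 50% at 20 µM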
NR2E3 ag-1 = inhibitors of NR2E3-RetCOR corepressor binding, primary screen, NR2E3 agonist project, biochemical, TR-FRET, GST-NR2E3, biotin-RetCOR; 320,000 tested, 0.12% active; 1536-well; inhibition of corepressor binding, % at 4.78 µM; AID 2300, 2010;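 active = percent inhibition above the cutoff of mean plus 3 SD of all tested compounds, set per screening campaign, cut at about 20% in these data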;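 also: 0% = DMSO wells and 100% = biotin wells as full block of FRET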
Target sequence (Q9Y5X4 whole entry, looked up): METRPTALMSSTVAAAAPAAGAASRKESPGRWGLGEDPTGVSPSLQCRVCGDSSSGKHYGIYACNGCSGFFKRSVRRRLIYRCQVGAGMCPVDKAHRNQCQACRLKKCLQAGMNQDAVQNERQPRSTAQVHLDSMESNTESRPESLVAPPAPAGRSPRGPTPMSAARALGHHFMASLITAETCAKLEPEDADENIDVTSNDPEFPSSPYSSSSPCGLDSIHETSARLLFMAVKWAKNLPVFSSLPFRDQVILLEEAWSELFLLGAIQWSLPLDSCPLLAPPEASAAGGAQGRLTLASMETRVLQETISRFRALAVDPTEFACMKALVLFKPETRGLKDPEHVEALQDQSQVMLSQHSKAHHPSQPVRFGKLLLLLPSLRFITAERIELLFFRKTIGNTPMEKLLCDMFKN
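Assay system: NR2E3–RetCOR corepressor complex. Quantity: 1.35 nM GST-NR2E3. Buffer or medium: pH 7.5 Tris-based buffer. Reagent: biotinylated RetCOR corepressor at 7 nM final. Schedule: 5 h at 4 °C. Detection: TR-FRET, emission read at 617 and 671 nm. Replicates: one well per compound, singlicate testing.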
Shn3 3UTR inh = reduction of Shn3 3'UTR firefly luciferase signal, primary screen, Schnurri-3 inhibitor project, cell-based, Clone20 osteoblasts, set 2. inhibition, % at 12.5 µM. Clone20 osteoblast Shn3 3'UTR firefly luciferase, 24 h. 360,000 tested, 0.52% active. AID 588674, 2011;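 active = mean inhibition of at least 75% with every replicate also reaching 75%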;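 also: 0% = median of neutral control wells and 100% = pilot-screen positive control compound; some compounds past the cut are filed as inactive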
CF NFkB inh = inhibitors of PAF-induced NF-kB signaling, primary screen, cell-based, GFP fluorescence, uHTS. KKLEB NF-kB-GFP reporter, GFP fluorescence overnight. inhibition, % at 5 µM. 360,000 tested, 0.86% active. AID 588850, 2011;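 active = at least 50% inhibition at 5 µM, scaled per plate between neutral and stimulator controls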;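 also: PAF is a Pseudomonas aeruginosa culture filtrate used as stimulus; plate controls were PAF-stimulated DMSO wells for no effect and unstimulated DMSO wells for full effect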
MITF TRPM1 inh = inhibitors of MITF-dependent TRPM1 promoter reporter, primary screen, cell-based, SK-MEL-5, single point, luciferase; SK-MEL-5 TRPM1 promoter luciferase, 24 h; inhibition, % at 12.5 µM; 330,000 tested, 0.83% active;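 active = mean inhibition across replicates of 60% or more, whatever share of single replicates reaches that level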; also: values of inactives mirror those of a sister screen read the other way
EBV LMP1 NFkB = EBV LMP1-driven NF-kappaB luciferase reporter inhibitors, primary screen, cell-based, luminescence, single point; AID 504558, 2011; inhibition, % at 12.5 µM; 350,000 tested, 0.69% active; LMP1-induced NF-kappaB luciferase reporter cells; in the data active = inhibition above about 41%;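 also: 0% = neutral control wells and 100% = reference inhibitor control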
KKLEB tox = cytotoxicity in KKLEB CF airway cells, primary screen, cytotoxicity control for CF NF-kB inhibitor project, cell-based, uHTS, fluorescence assay plates | KKLEB CF airway cells viability, ATPlite luminescence, overnight; hits give low values; cells stimulated with P. aeruginosa culture filtrate | activity change (cytotoxicity), % at 5 µM | 360,000 tested, 0.36% active | AID 602141, 2011;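 active = corrected activity change at or below -50% at 5 µM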
C8 TRAIL sens = viability loss with TRAIL in NB7+C8 cells, primary screen, TRAIL sensitizer project, cell-based, ATPlite luminescence | AID 624354, 2012 | 360,000 tested, 1% active | inhibition (viability loss, TRAIL sensitization), % at 10 µM;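 active = compounds causing at least 50% loss of cell viability in the single-dose screen, relative to plate controls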
iPSC survival up = enhancers of single-cell hiPSC survival, primary screen, ATPlite luminescence; 100% = ROCK inhibitor wells, 0% = DMSO; survival enhancement, % at 20 µM; 360,000 tested, 0.044% active; in the data active = survival enhancement above about 18%;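 also: cells exposed to compounds for 16 hours before the ATP read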
NR2E3 ag-2 = NR2E3 agonists in two-hybrid cells, primary screen, cell-based, luminescence, CHO-S, Gal4-NCOR/VP16-NR2E3; Photoreceptor-specific nuclear receptor (Homo sapiens), Q9Y5X4; luciferase; inhibition of corepressor binding, % at 3.98 µM; 360,000 tested, 0.35% active; AID 602229, 2012;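 active = inhibition above the mean of all tested compounds plus 3 SD, cut at about 70% in these data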;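 also: 0% = DMSO with NR2E3 transfected cells and 100% = cells lacking NR2E3 construct; higher means lower luciferase signal from less NR2E3 corepressor binding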
Active calls of the source: *; nt = no result given. Some of the compounds tested (hit frequency here may not be typical).

SMILES	HIF-2a inh	Peg3 prom inh	NR2E3 ag-1	Shn3 3UTR inh	CF NFkB inh	MITF TRPM1 inh	EBV LMP1 NFkB	KKLEB tox	C8 TRAIL sens	iPSC survival up	NR2E3 ag-2
COc1cccc(N2CC(=O)N(c3cccc(OC)c3)CC2=O)c1	0	8	3	-18	3	-13	-7	3	0	1.7	19
CCOc1ccccc1COC(=O)c1cccc(-n2cnnn2)c1	-10	-14	-2	17	14	-12	-3	5	-14	-1.1	1
CCCn1c(-c2cccs2)nc2ccccc21	-19	-4	2	-7	14	-2	3	1	13	0.9	7
CCOc1ccc2nc(SCC(=O)Nc3ccc4c(c3)OCCO4)[nH]c2c1	-35	-33	2	10	4	-10	7	7	-13	1.5	5
COc1cc(OC)c(N(C)S(=O)(=O)c2cccc(C(=O)NCc3cccs3)c2)cc1Cl	21	10	nt	-2	9	nt	-21	-9	7	4.4	6
COc1cc([N+](=O)[O-])cc(/C=N/NC(=O)c2cc(-c3ccccc3)nc3ccccc23)c1O	-8	38	3	9	5	19	16	-31	10	-0.7	7
CCn1cc(/C=C(\NC(=O)c2ccccc2OC)C(=O)NCCCN2CCOCC2)c2ccccc21	-1	-12	1	1	14	15	-1	5	4	-0.3	-18
COC(=O)c1ccccc1NC(=O)CSc1nc2cccnc2n1C	16	19	1	8	-7	-10	2	1	-5	-0.7	-13
O=C(Cn1cc2c(n1)CCCC2)Nc1ccccc1Cl	-25	-5	0	1	12	3	-5	-8	-7	-0.7	-27
C=CCn1c(Cc2cccs2)nnc1SCC(=O)Nc1ccc(C(=O)OCC)cc1	-2	-15	4	7	-26	-4	4	-8	6	-1.8	-9
COc1cccc(C2C(C#N)=C(N)Oc3cc(C)[nH]c(=O)c32)c1OC (stereo not given)	-3	12	1	-1	12	2	10	-5	-2	5.7	-6
O=C(NC1CCCCC1)c1ccc2ccccc2c1O	-296	-351	nt	-58	-18	nt	-67	2	36	3.8	-89
CCSc1nnc(NC(=O)c2cc(C)oc2C)s1	-264	-465	5	-48	-6	-82	-22	-24	-6	1.9	-83
COc1ccc(CNC(=O)C(=O)NCCC2CCCCN2S(=O)(=O)c2cccs2)cc1 (stereo not given)	23	21	-4	10	-4	9	4	2	12	0.3	-30
CC(C(=O)NC1CCS(=O)(=O)C1)N1C(=O)/C(=C/c2ccc(Cl)cc2)SC1=S (stereo not given)	-16	-7	-1	0	-10	-12	1	0	-5	-0.4	0
Cc1nn(Cc2c(F)cccc2Cl)c(C)c1NC(=O)C1CC1	2	-2	2	-17	5	0	0	1	-6	-2.6	-11
Cc1ccc2[nH]c(=O)c3cc(C(=O)N(C)c4ccc(C)c(C)c4)sc3c2c1	18	28	1	-8	14	26	2	-10	31	1.0	4
Cc1cc(NC(=O)C2CCCCC2)n(-c2nc3ccccc3[nH]2)n1	14	23	-2	-1	18	5	27	-4	44	-0.4	-13
CC(C)(C)SCCSC1=CC(=O)CC(c2ccccc2)C1 (stereo not given)	-204	-129	0	-19	10	-62	-13	6	3	0.4	-80
C/C(=N\Nc1ccc(F)cc1F)c1ccc(N2CCOCC2)cc1	-140	-186	-4	-7	-9	-9	-29	-6	-5	-0.5	5
O=C1CCN(CCCc2ccccc2)CCN1[C@H](CO)c1ccccc1	16	0	3	9	24	4	8	9	0	0.2	7
CCOc1ccc(Nc2ccc(N3C(=O)CCC3=O)cc2[N+](=O)[O-])cc1	7	1	0	2	0	4	0	7	2	-0.6	-17
CC1(C(=O)NS(=O)(=O)c2ccccc2C(F)(F)F)CCN1C(=O)CC1CCCCC1 (stereo not given)	12	4	nt	16	7	nt	nt	9	-1	7.9	16
O=c1c(-c2ccc(Cl)cc2)[n+]([O-])c2ccccc2n1O	-4	-8	-1	-4	1	12	-2	1	3	0.9	-36
COC(=O)Cc1c(C)c2ccc(OC(C)C)cc2oc1=O	-208	-212	-1	-68	-4	-43	-14	-4	27	-0.7	-42
CCCOC(=O)Nc1sc2c(c1C(N)=O)CCCC2	-65	-54	1	-31	-6	11	-2	0	8	0.0	-32
Cc1ccc(C(=O)O)cc1S(=O)(=O)N1CCOCC1	-1	15	-3	14	-20	7	0	1	-15	2.5	-18
CNC(=O)Cn1c(C)cc(=O)c2cccc(C)c21	8	7	-43	12	4	nt	nt	-20	-16	0.3	6
COc1ccccc1NC(=O)CCC(=O)c1ccc(-c2ccccc2)cc1	10	-6	0	-5	-15	14	7	2	-6	-1.1	-13
Cc1cc(OCCCC(=O)Nc2cccc(-n3cnnn3)c2)ccc1Cl	-45	24	2	40	20	-2	-6	-12	-5	-0.4	-19
CCC12CN(C(=O)c3ccco3)CC(CC)(CN(C(=O)c3ccco3)C1)C2=O	8	3	3	-6	-1	2	-36	10	-1	1.0	-6
C=CCn1c(=O)c(C(=O)Nc2ccccc2S(N)(=O)=O)c(O)c2ccccc21	-215	-173	7	-108	14	-68	-36	1	4	1.1	-197
O=C(CCNS(=O)(=O)c1cccs1)N1CCN(c2cccc(C(F)(F)F)c2)CC1	15	29	1	22	19	3	-1	-2	8	-0.3	29
CC1CCCCN1C(=O)COc1ccc2ccc(=O)oc2c1 (stereo not given)	-8	-25	2	-3	-10	4	-11	-1	-1	-0.3	9
CCOC(=O)c1c2c3c(c(Cl)ccc3[nH]c1=O)C(=O)c1ccccc1-2	3	18	nt	9	-34	7	-4	2	-1	-0.3	9
COc1ccccc1N(CN1C(=O)c2ccccc2C1=O)C(=O)c1cccnc1	3	8	-1	-5	7	-10	-6	0	-11	0.7	-13
COCCNC(=O)CN(C(=O)Cn1nnc2ccccc21)c1ccc(F)c(Cl)c1	14	6	1	-11	-2	9	0	12	-9	3.4	-1
O=C1NC(C2CC3C=CC2C3)Nc2ccccc21 (stereo not given)	5	1	nt	7	12	nt	1	-5	-3	-1.7	19
COC(=O)CN1C(c2ccc(OC)cc2)=Nc2ccc(Cl)cc2C1c1ccccc1 (stereo not given)	-116	-77	1	22	-2	-5	0	-1	-9	-1.4	-9
Cc1c(O)ccc2c(CN3CCN(CCO)CC3)cc(=O)oc12	19	5	-3	1	5	10	9	6	-7	0.9	0
COCCN1C(=O)C(=O)/C(=C(/O)c2ccc(S(=O)(=O)N3CCOCC3)cc2)C1c1ccc(O)cc1 (stereo not given)	14	-19	-2	-11	-18	3	-2	16	-25	1.2	-7
CCCCCCSc1cccc(-c2nc3ccc(C)cn3c2NCc2ccccc2)c1	-185	-59	2	-6	21	-23	6	9	13	-0.6	-43
O=C(COc1ccc(Cl)cc1[N+](=O)[O-])N1CCCCCC1	-35	-15	0	-17	-16	-3	-2	-8	-6	-1.0	-3
Cc1cccc(NC(=O)CSc2nc(=O)n(CCN3CCOCC3)c3c2CCCC3)c1C	1	3	-3	-27	-6	7	2	-9	1	3.5	13
CCOc1cccc(C(=O)Nc2ccc3oc(Cc4ccc(Cl)cc4)nc3c2)c1	-26	-8	0	23	-1	15	17	21	21	0.0	-49

Ordered by heavy-atom count (high to low): part of the list above.
SMILES	HIF-2a inh	Peg3 prom inh	NR2E3 ag-1	Shn3 3UTR inh	CF NFkB inh	MITF TRPM1 inh	EBV LMP1 NFkB	KKLEB tox	C8 TRAIL sens	iPSC survival up	NR2E3 ag-2
COCCN1C(=O)C(=O)/C(=C(/O)c2ccc(S(=O)(=O)N3CCOCC3)cc2)C1c1ccc(O)cc1 (stereo not given)	14	-19	-2	-11	-18	3	-2	16	-25	1.2	-7
CCCCCCSc1cccc(-c2nc3ccc(C)cn3c2NCc2ccccc2)c1	-185	-59	2	-6	21	-23	6	9	13	-0.6	-43
Cc1c(O)ccc2c(CN3CCN(CCO)CC3)cc(=O)oc12	19	5	-3	1	5	10	9	6	-7	0.9	0

Other records.
SMILES	HIF-2a inh	Peg3 prom inh	NR2E3 ag-1	Shn3 3UTR inh	CF NFkB inh	MITF TRPM1 inh	EBV LMP1 NFkB	KKLEB tox	C8 TRAIL sens	iPSC survival up	NR2E3 ag-2
COC(C(=O)Nc1ccc(NC(=O)C(OC)c2ccccc2)cc1)c1ccccc1 (stereo not given)	8	9	3	0	-8	11	4	-4	-6	0.3	3
CC(NC(=O)CN1CCN(c2ccc(Cl)cc2)CC1)c1ccccc1 (stereo not given)	5	17	5	7	8	nt	10	-1	-6	-0.9	-2
CC(Sc1c[nH]c2ccccc12)C(=O)O (stereo not given)	13	-2	2	-2	-6	12	-15	-11	-20	2.1	-13
O=C1C2ON(c3ccccc3)C(c3cccnc3)C2C(=O)N1c1ccc(Cl)c(Cl)c1 (stereo not given)	14	-9	-3	-5	-4	-4	-5	-2	-13	-1.0	2
Cc1cccc(NC(NC(=O)c2cccnc2)C(Cl)(Cl)Cl)c1 (stereo not given)	26	14	1	18	-6	10	-12	-5	-16	-0.4	-14
Cc1ccc(-c2nnn(CC(=O)N(CCN3CCOCC3)C(C(=O)NC3CCCC3)c3ccncc3)n2)o1 (stereo not given)	8	4	-1	6	13	-1	-5	3	-13	-0.1	2
CCc1ccc2nc3sc(C(=O)O)cc3cc2c1	-165	-134	1	-49	5	-33	-19	-2	28	-1.8	-96
Cc1cc(C)nc(-n2nc(C)c3c(C(=O)O)cc(-c4cccc(Br)c4)nc32)n1	17	9	-2	12	2	1	-4	-2	6	0.0	15
Cc1c(C)[n+](=O)c(-c2ccc(F)cc2)c(C)n1[O-]	15	-2	0	-3	5	7	0	-1	-4	0.5	-10
COc1ccc(Br)cc1CN(C)C(=O)Cc1ccc(S(=O)(=O)N2CCOCC2)s1	7	3	-2	-3	-8	-1	-2	-9	-11	-0.4	-3
COc1ccc(CN(C(=O)CN2C(=O)COc3ccccc32)C2CCCC2)c(OC)c1	-4	28	3	7	-4	6	4	-6	14	-2.7	-18
CSCCC1NC2(C(=O)Nc3c2ccc(Cl)c3C)[C@@H]2C(=O)N(C3CCCC3)C(=O)[C@H]12 (stereo not given in full)	13	29	1	-12	5	9	-11	0	-2	5.4	-1
COc1cc(C(=S)N2CCOCC2)cc(OC)c1OC(=O)c1ccc(C)cc1	9	18	nt	3	-14	1	5	-2	5	0.1	-28
